USP2a inh: inhibitors of human ubiquitin-specific protease USP2a; USP2 core, Ub-CHOP2 coupled fluorogenic reporter, 485/531; O75604; 330,000 compounds, 0.01% hits; Potency, µM (series often up to 38.3 µM), for the others: at the highest dose activity change, negative = inhibition, actives largely listed as inhibitors;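 note: potency is the fitted concentration of half-maximal effect; plate controls were DMSO wells for no effect and full inhibition by NEM control for full effect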
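Cell-free coupled assay: 10nM USP2 core preincubated 30min RT with compound in Tris-HCl pH 8.0/CaCl2/CHAPS buffer, then 25nM Ub-CHOP2 and 25nM reporter substrate; fluorescence (Ex 485/Em 531) read after 60min RT, normalized to NEM inhibition, concentration-response curves fitted.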
Tb PFK inh: inhibitors of T. brucei phosphofructokinase | T. brucei PFK, ADP-Glo luminescence | 330,000 compounds, 0.17% hits | O15648 | AID 485367 | Potency, µM (highest dose often 57.5 µM), without a hit: at the highest dose activity, negative = inhibition, most hits filed as inhibitors;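 note: potency is the fitted concentration of half-maximal effect; 0% = uninhibited 1x PFK enzyme wells and -100% = no-enzyme wells; nearly all actives have a fitted effect of over 60% in size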
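Activity is normalized to no-enzyme wells (full inhibition) and 1.25 nM enzyme wells (no inhibition). Reaction: 0.5 mM F6P, 0.1 mM ATP, 45 min RT, ADP-Glo luminescence; concentration-response curves fitted and classed by quality.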
Eya2 phos inh: blocks the phosphatase activity of human Eya2; O00167; recombinant Eya2, OMFP fluorescence dephosphorylation (OMFP is methylfluorescein phosphate); Potency, µM (highest dose often 76.9 µM), without a hit: top-dose activity, negative = inhibition, actives largely listed as inhibitors; 330,000 compounds, 0.006% hits; AID 488837; note: potency is the fitted concentration of half-maximal effect; % is set by controls: 0 for no effect and ±100 for the full control effect
Target sequence (O00167 whole entry, looked up): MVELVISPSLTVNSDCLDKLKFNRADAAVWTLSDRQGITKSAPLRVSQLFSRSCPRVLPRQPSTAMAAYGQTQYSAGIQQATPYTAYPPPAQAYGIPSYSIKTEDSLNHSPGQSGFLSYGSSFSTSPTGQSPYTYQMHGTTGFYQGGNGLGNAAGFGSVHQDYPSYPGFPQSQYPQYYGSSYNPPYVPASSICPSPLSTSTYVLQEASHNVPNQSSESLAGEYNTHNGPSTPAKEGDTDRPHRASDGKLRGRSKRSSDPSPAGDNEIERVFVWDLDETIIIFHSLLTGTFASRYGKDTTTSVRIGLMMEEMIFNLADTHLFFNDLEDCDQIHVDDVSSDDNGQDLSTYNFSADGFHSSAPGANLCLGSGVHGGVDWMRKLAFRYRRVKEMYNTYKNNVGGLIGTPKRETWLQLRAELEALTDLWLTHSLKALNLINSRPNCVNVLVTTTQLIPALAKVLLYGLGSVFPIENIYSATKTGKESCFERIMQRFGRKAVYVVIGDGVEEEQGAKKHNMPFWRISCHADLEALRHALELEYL
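Eya2 (0.2 uM) preincubated 10 min at ambient with compound, then OMFP substrate added at 50 uM; 10 min reaction in 50 mM HEPES pH 7.5, 50 mM NaCl, 5 uM MgCl2, 0.05% BSA, 1 mM DTT. Fluorescence read at Ex 485/Em 525 nm.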
BCR signal inh: blocks chronic active B-cell receptor signaling | ABC-DLBCL IkBa-CBG/CBR reporter, luminescence ratio, 4 h | Potency, µM (titrated, usually from 46.1 µM), without a hit: at the top dose ratio change, negative = lower green/red ratio, hits mostly inhibitors | 340,000 compounds, 0.05% hits | AID 493014; active = well fitted inhibition curve with a large enough effect in the signal ratio, with a control signal flat, not every such curve was filed as active; inconclusive = small, poorly fitted or top-dose-only effect, or effect the other way, or a change in a side signal; the % refers to the signal ratio;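 note: potency is the fitted concentration of half-maximal effect; plate controls were basal doxycycline-induced cells for no effect and cells given 10 µM MG132 for full effect; MG132 reads +100%, hits lower the ratio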
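TMD8 ABC-DLBCL cells carrying doxycycline-inducible green luciferase fused to IkappaBalpha plus unfused red luciferase were exposed to compounds (up to 46 uM) for 4 hrs at 37C. Activity came from the overlap-corrected green/red luminescence ratio.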
ELG1 DNA repair: inhibitors of ELG1-dependent DNA repair in HEK293T cells | HEK293T ELG1-luciferase reporter, luminescence, 16 h; DNA damage induced by 5-fluorouridine | AID 504467 | 330,000 compounds, 2.3% hits | Potency, µM (series often up to 46.1 µM), for the others: at the top dose activity change, negative = inhibition, actives largely listed as inhibitors; note: potency is the fitted concentration of half-maximal effect; % is set by controls: 0 for no effect and ±100 for the full control effect; nearly all actives have a fitted effect of over 55% in size
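HEK293T cells expressing luciferase-tagged ELG1 (2,000/well) received 5-Fluorouridine plus compound or DMSO for 16 hr at 37 °C. Luciferase was read by ONE-Glo luminescence after 30 min at room temperature.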
TCR activator: activators of T cell receptors | AID 504894 | Potency, µM (titrated, usually from 9.22 µM), for inactives: at the highest dose activation of IL-2 secretion, usual class: activators | primary human leukocytes, anti-CD3, IL-2 HTRF, 48 h | 330,000 tested, under 10 active; note: % of control where 0% means no effect
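48 hr co-incubation of compounds, a-CD3 beads and primary human leukocytes; IL-2 quantified homogeneously by HTRF with anti-IL-2 K and d2 conjugates.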
Mito fusion act: inhibitors of mitochondrial division or activators of mitochondrial fusion; AID 485298; Potency, µM (highest dose often 46.1 µM), without a hit: top-dose growth rescue (activation), most hits filed as activators; 320,000 compounds, 0.23% hits; S. cerevisiae fusion-defective mutant growth rescue, CellTiterGlo 48 h;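 note: potency is the fitted concentration of half-maximal effect; % of control where 0% means no effect; nearly all actives have a fitted effect of over 45% in size; temperature-sensitive fusion mutants such as fzo1-1 at 37 °C on non-fermentable ethanol glycerol medium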
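Yeast fusion mutant, YPEG (non-fermentable carbon), compound, 48 h at 37C non-permissive; CellTiterGlo added, 10 min RT, luminescence read. Rescued growth = division inhibition.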
uPA surface inh: blocks generation of uPA at the cell surface | cell surface uPA generation assay, qHTS | Potency, µM (titrated, usually from 38.3 µM), without a hit: top-dose activity change, negative = inhibition, hits mostly inhibitors | 330,000 compounds, 0.31% hits; active = well fitted inhibition curve with a large enough effect; inconclusive = small, poorly fitted or top-dose-only effect; inactive = no such curve, though single readings can be large or run the other way; tested in mouse RAW 264.7 cells; note: potency is the fitted concentration of half-maximal effect; % is set by controls: 0 for no effect and ±100 for the full control effect; nearly all actives have a fitted effect of over 55% in size
TSG101-PTAP inh: blocks PTAP/TSG101 interaction to inhibit HIV-1 budding; Potency, µM (top dose mostly 115 µM), for the others: at the highest dose activity change, negative = inhibition, most hits filed as inhibitors; 340,000 tested, under 10 active; Fluorescence polarization, FITC-PTAP peptide / Tsg101 binding; Q99816; active = well fitted inhibition curve with a large enough effect in the main read-out, with a control signal flat, not every such curve was filed as active; inconclusive = small, poorly fitted or top-dose-only effect, or effect the other way, or a change in a side signal; inactive = no such curve, though single readings can be large or run the other way; note: potency is the fitted concentration of half-maximal effect; % of control where 0% means no effect
Target sequence (Q99816 whole entry, looked up): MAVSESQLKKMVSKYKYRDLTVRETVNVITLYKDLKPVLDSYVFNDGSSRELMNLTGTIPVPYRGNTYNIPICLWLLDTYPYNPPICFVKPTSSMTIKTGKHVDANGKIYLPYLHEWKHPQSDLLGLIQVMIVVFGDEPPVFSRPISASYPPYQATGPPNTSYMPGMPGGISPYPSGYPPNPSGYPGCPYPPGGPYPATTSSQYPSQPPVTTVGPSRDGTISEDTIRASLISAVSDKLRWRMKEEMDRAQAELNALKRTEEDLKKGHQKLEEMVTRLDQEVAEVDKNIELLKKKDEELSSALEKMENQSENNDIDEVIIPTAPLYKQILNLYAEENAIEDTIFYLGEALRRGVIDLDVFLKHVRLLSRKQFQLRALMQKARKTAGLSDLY
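Steps: Tsg101 binding domain dispensed (10 uM final), compounds pinned in DMSO, FITC-labeled PTAP-motif peptide added (50 nM final); after 20 min binding at room temperature, polarization measured.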
TSHR antag: blocks TSH signaling through the human TSH receptor. P16473. TSHR-expressing cells, TSH-stimulated cAMP HTRF, 2 h; active compounds read low. activity change, negative = inhibition, % at 11.5 µM. 330,000 compounds, 0.2% hits;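 active = activity change below a set negative limit, meaning inhibition stronger than a set level, cut at about -70% in these data; inconclusive = activity change between two set negative limits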; note: % is set by controls: 0 for no effect and ±100 for the full control effect
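Competitive HTRF cAMP read-out (cryptate anti-cAMP antibody, cAMP-d2; 30 min, room temperature) in freshly harvested TSHR cells. Compounds added before TSH at EC80 (4nM final), followed by 2 hours' incubation at 37 deg C.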
B2AR arrestin: recruits beta-arrestin to the human beta2-adrenergic receptor; P07550; beta-arrestin recruitment to beta2AR, cell-based reporter; Potency, µM (series often up to 46.1 µM), for inactives: at the highest dose activation, hits mostly activators; 330,000 compounds, 0.02% hits;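 note: potency is the fitted concentration of half-maximal effect; 0% = DMSO controls and full agonism = EC100 isoproterenol or metaproterenol; nearly all actives have a fitted effect of over 65% in size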
Starred values were filed as active, the others as inactive; ? = inconclusive; / = not tested or not shown; & = joins results of further samples; [ ] = another dose, or the depositor's remark. Unless noted, calls come from the whole dose curve; as a rule, active = well fitted curve in the direction sought with a large enough effect; inconclusive = small, poorly fitted or top-dose-only effect, or another doubt; inactive = no such curve, though single readings can be large; an effect the other way counts as inactive or inconclusive.

SMILES | USP2a inh | Tb PFK inh | Eya2 phos inh | BCR signal inh | ELG1 DNA repair | TCR activator | Mito fusion act | uPA surface inh | TSG101-PTAP inh | TSHR antag | B2AR arrestin
N#Cc1cccc(S(=O)(=O)NNC(=O)C23CC4CC(CC(C4)C2)C3)c1 | 1% | 2% | -15% | 6% | 0% | 0% | / | 1% | -4% | -3 | -0.2%
Cn1cccc1C(=O)NC(=O)COC(=O)Cc1coc2ccc3ccccc3c12 | -4% | 1% | 17% | 3% | -23% | -5% | 6% | 4% | -2% | -3 | 0.1%
O=C(N/N=C/c1c[nH]c2ccccc12)c1cc2ccccc2o1 | -11% | -4% | -8% | ? | -8% | -2% | -3% | ? | -6% | 2 | 0.3%
NC(CC(=O)O)c1ccc(Br)cc1 (stereo unspecified) | -1% | -5% | 5% | -14% | 8% | -5%[46.1 µM] | 0% | 2% | -14% | 28 | -0.7%
O=C(NN1C(=O)C2C3C=CC(C3)[C@H]2C1=O)c1cccnc1 (stereo partly specified) | 2% | 0% | 3% | -4% | 16% | -3%[46.1 µM] | -1% | 4% | 2% | 6 | -0.2%
CCCC(=O)N1c2ccccc2NC2=C(C(=O)CCC2)C1c1ccc(F)cc1 (stereo unspecified) | 4% | -3% | 7% | 12% | -1% | 0% | -3% | 1% | -6% | 11 | -0.1%
CCc1cccc(N(C)C(N)=Nc2cccc3ccccc23)c1 | -7% | 1% | 3%&10% | 2% | -21% | 7% | 3%&-23% | 20% | -2% | 13&0 | -0.2%
CCCCC(=O)N/N=C(\C)c1cccc(NC(=O)C2CC2)c1 | 2% | 1% | 16% | -1% | 1% | 5% | 5% | -5% | 5% | 9 | -0.1%
CCOC(=O)c1c(-c2ccccc2)csc1NC(=O)CSc1nncs1 | 0% | 2% | -10% | 29% | ? | -2%[46.1 µM] | ? | -7% | -6% | -21 | -0.6%
Cc1ccc(C)c(OCCCCn2ccnc2)c1 | 0% | -8% | -27% | -9% | -1% | -2% | 2% | -7% | 0% | -7 | 0.5%
O=C1CCc2cc(S(=O)(=O)N3CCC(C(=O)NC4CCCC4)CC3)ccc2N1 | 2% | -1% | -4% | 15% | 3% | -2% | -5% | -6% | -1% | -3 | -0.2%
O=c1c2ccccc2nc2sc(Nc3ccc(F)cc3)nn12 | 1% | 0% | -6% | ? | ? | 13% | 4% | 9% | -6% | -7 | -1.0%
O=C(CSCCc1ccccn1)Nc1cccnc1Cl | 2% | -1% | 1% | -1% | -2% | / | 3% | -4% | / | -4 | 0.0%
N#CCc1cnc2ccccc2n1 | 5% | 2% | 0% | ? | 15% | -15% | 3% | 5% | -1% | 1 | -0.7%
COc1ccc(OC)c2[nH]c(=O)c(CCNC(=O)c3cccs3)cc12 | 9% | 3% | 8% | ? | -13% | 9% | -1% | -5% | -5% | -10 | -0.7%
CCc1cc2c(=O)n(CC)c(SC(C)C(=O)Nc3c(C)n(C)n(-c4ccccc4)c3=O)nc2s1 (stereo unspecified) | 6% | -2% | 18% | 1% | -22% | 1% | 1% | -9% | -4% | -7 | 0.1%
N#C/C(=C\c1cccc([N+](=O)[O-])c1)c1ccccn1 | 4% | -8% | 4% | ? | ? | 5% | -6% | -12% | -9% | 4 | 0.1%
COc1ccccc1C(=O)C1CCCN(C(=O)CSc2ccccn2)C1 (stereo unspecified) | 1% | -1% | -1% | 1% | -4% | -9% | 1% | -3% | 1% | -6 | 0.2%
COCCN(C(=O)CC1C(=O)NCCN1CC(c1ccccc1)c1ccccc1)C(C)C (stereo unspecified) | 0% | -1% | -1% | -4% | -14% | 0% | 3% | -2% | -1% | 0 | 0.0%
C[C@H](CO)N1C[C@H](C)[C@@H](CN(C)S(=O)(=O)c2cn(C)cn2)Oc2c(NS(=O)(=O)c3ccccc3)cccc2C1=O | 0% | -8% | 10% | 3% | 11% | -1% | / | -6% | -4% | -2 | 2.9%

Continued, overlapping the part above by 3 compounds.
SMILES | USP2a inh | Tb PFK inh | Eya2 phos inh | BCR signal inh | ELG1 DNA repair | TCR activator | Mito fusion act | uPA surface inh | TSG101-PTAP inh | TSHR antag | B2AR arrestin
COc1ccccc1C(=O)C1CCCN(C(=O)CSc2ccccn2)C1 (stereo unspecified) | 1% | -1% | -1% | 1% | -4% | -9% | 1% | -3% | 1% | -6 | 0.2%
COCCN(C(=O)CC1C(=O)NCCN1CC(c1ccccc1)c1ccccc1)C(C)C (stereo unspecified) | 0% | -1% | -1% | -4% | -14% | 0% | 3% | -2% | -1% | 0 | 0.0%
C[C@H](CO)N1C[C@H](C)[C@@H](CN(C)S(=O)(=O)c2cn(C)cn2)Oc2c(NS(=O)(=O)c3ccccc3)cccc2C1=O | 0% | -8% | 10% | 3% | 11% | -1% | / | -6% | -4% | -2 | 2.9%
CC1CCC2(CC1)NC(=O)N(CC(=O)Nc1ccc3c(c1)CCC3)C2=O (stereo unspecified) | -16% | 2% | -13% | -12% | 1% | 4% | 0% | -8% | -5% | 7 | 0.6%
Cc1cc(C)c(C#N)c(SCc2cc3c(cc2Cl)OCO3)n1 | 2% | 1% | -11% | ? | 5% | -2% | 3% | -2% | 1% | 8 | -1.4%
CN(c1ccc(C(=O)N2CCCCC2)cc1)S(=O)(=O)c1ccccc1 | 2% | 0% | -29% | 0% | ? | -21% | 3% | -3% | -1% | -13 | -0.2%
COC(=O)c1ccc(NCC(=O)c2ccccc2)cc1 | 4% | 3% | 15% | ? | ? | 5% | 0% | 3% | -6% | 0 | 0.3%
Cc1ccc(N2C(=O)C3C4CC(=O)C(c5ccccc54)C3C2=O)cc1C (stereo unspecified) | 3% | -2% | 4% | 2% | -9% | 2%[46.1 µM] | -1% | 0% | -7% | 0 | 0.2%
CN(Cc1ccc2ccccc2c1)C(=O)c1ccc(C(F)(F)F)cc1 | -6% | 0% | -15% | 0% | -3% | -1% | -11% | 0% | -13% | 0 | 0.3%
CCOC(=O)C1=C(C)N=C2SC(C(=O)OC)=CC(=O)N2C1c1ccc(OC)cc1 (stereo unspecified) | 9% | ? | 4% | 28% | ? | -6% | -3% | 8% | 0% | 3 | -0.4%
CCC(C)Sc1nc2c(cnn2-c2ccc(F)cc2)c(=O)[nH]1 (stereo unspecified) | 1% | 0% | -10% | 3% | 15% | -3% | 4% | -9% | 1% | 4 | -0.5%
O=C(NC(=S)N1CCN(Cc2ccccc2)CC1)c1ccccc1 | 1% | -15% | 10% | ? | -4% | 3%[46.1 µM] | -1% | -4% | 1% | 4 | -0.5%
CCN(CC(=O)Nc1c(F)cccc1F)C(=O)c1ccc(S(=O)(=O)N2CCC(C)CC2)cc1 | 1% | 4% | 12% | 0% | 5% | -15% | -2% | 2% | -4% | 16 | 0.2%
COCCNC(=O)C1CCN(C(=O)C2CC(=O)N(c3ccc(C)cc3)C2)CC1 (stereo unspecified) | -9% | 0% | -2% | -1% | 12% | 1% | -6% | -10% | 0% | 21 | 0.2%
CCN(C(=O)Cc1c(C(=O)O)n(C)c2ccccc12)c1ccc(F)cc1 | 7% | -1% | 7% | 5% | 23% | -4% | -2% | -1% | -4% | 21 | -0.9%
O=C(NNC(=O)c1cc(Br)c(Br)s1)c1ccncc1 | 1% | 0% | -19% | ? | 4% | -4% | 1% | 3% | -6% | 8 | -0.2%
c1nnn(C23CC4CC(CC(C4)C2)C3)n1 | -2% | 3% | 3% | 9% | -1% | 1% | 0% | / | -2% | 9 | -0.1%
CC1(C)CC(N(Cc2cccs2)C(=O)c2ccco2)CCO1 (stereo unspecified) | 2% | 0% | -25% | 9% | 6% | 2% | -1% | -2% | -5% | 5 | -0.2%
CCc1onc(C)c1C(=O)Nc1ccc(N2CCOCC2)cc1 | 3% | 0% | ? | -10% | 21% | 2% | 4% | 14% | -7% | -7 | -0.3%

Compound activity as filed in PubChem BioAssay.
